Bioassay records from PubChem.
FAK blocker: inhibitors of human focal adhesion kinase; biochemical FAK kinase activity assay; inhibition, %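 (tested at 7 µM)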; actives 0.84% (n = 97,000); in the data active = inhibition above about 19%;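 note: 0% = DMSO and 100% = reference compound high control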
Target sequence (Q05397 whole entry, looked up): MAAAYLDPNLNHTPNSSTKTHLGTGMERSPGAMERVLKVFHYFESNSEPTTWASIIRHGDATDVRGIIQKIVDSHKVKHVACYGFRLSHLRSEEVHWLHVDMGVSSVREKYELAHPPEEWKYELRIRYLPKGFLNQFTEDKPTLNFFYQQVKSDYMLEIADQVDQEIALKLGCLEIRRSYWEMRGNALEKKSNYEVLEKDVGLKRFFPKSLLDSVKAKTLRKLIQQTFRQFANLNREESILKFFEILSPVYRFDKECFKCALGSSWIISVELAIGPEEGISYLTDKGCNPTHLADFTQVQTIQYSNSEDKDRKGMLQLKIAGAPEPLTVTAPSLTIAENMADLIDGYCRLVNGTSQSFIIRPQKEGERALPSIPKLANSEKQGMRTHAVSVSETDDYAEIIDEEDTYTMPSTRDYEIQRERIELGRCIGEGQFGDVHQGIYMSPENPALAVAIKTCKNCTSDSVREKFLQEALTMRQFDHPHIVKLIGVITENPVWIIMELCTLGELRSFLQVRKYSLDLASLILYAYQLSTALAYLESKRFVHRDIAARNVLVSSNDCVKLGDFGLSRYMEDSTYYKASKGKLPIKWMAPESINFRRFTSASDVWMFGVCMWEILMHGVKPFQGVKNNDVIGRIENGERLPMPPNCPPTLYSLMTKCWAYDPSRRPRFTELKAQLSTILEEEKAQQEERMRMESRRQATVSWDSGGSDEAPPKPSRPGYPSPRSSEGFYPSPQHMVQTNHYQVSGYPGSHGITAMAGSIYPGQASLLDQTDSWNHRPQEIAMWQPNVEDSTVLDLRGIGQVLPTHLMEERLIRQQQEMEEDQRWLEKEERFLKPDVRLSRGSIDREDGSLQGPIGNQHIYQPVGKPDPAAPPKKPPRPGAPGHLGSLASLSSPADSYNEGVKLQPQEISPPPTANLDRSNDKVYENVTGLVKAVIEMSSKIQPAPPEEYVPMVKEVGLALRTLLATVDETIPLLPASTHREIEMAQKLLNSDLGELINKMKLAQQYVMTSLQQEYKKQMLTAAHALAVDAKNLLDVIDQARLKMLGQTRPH
PTPN22 inh 2: LYP (human) phosphatase inhibition | recombinant LYP catalytic domain, DiFMUP fluorescence | inhibition, % at 2 µM | actives 0.21% (n = 96,000) | AID 640;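 active = inhibition at 2 µM at or above a set limit, the screen mean plus 3 SD, cut at about 24% in these data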;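 note: 0% = DMSO with enzyme and 100% = enzyme fully blocked by orthovanadate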
HIV Rev-RRE inh: inhibitors of HIV-1 Rev-RRE RNA interaction; P05866; Rev peptide-RRE RNA binding, FRET; inhibition, % at 8 µM; actives 0.79% (n = 97,000);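 active = inhibition above the screen-wide mean plus 3 SD, cut at about 35% in these data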;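 note: 0% = median DMSO wells and 100% = median Neomycin B control wells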
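Test system: Cy5-tagged RRE RNA duplex with fluorescein-tagged Rev peptide; Probe or stimulus: labelled Rev peptide; Schedule: 5 min preincubation and 15 min binding, 25 °C; Signal: FRET fluorescence readout; Evaluation: % inhibition from 671/540 nm acceptor-to-donor ratio, scaled between controls; Control set: DMSO and neomycin B.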
Pyk2 oligo antag: Pyk2 (human) oligomerization antagonism; Q14289; Q293 cells, Pyk2 FERM NanoBiT luminescence; hits give low values; z-score (the deposit names both 25 µM and 10 µM); actives 0.83% (n = 99,000); AID 1347419;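 active = Z-score of -3 or lower, scaled per plate to the spread of control and sample wells; inactive = z-score above -3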;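 note: negative z-score means lost luminescence so less FERM oligomerization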
PLK1 kinase inh: blocks human PLK1 kinase activity; inhibition, % at 10 µM; recombinant PLK1 kinase, TR-FRET peptide phosphorylation; P53350; AID 619; actives 0.53% (n = 97,000);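 active = inhibition of 50% or more in the single-concentration screen; inactive = inhibition below 50%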;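 note: 0% = DMSO max control and 100% = H-89 dihydrochloride min control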
Plk1 PBD FP: blocks phosphopeptide binding to human Plk1 polo box domain; Plk1 PBD phosphopeptide binding, fluorescence polarization; actives 0.13% (n = 97,000); P53350; inhibition, %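 (tested at about 20 µM)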; in the data active = inhibition above about 34%, passing the limit was not always enough
PTPN22 act: increases human PTPN22 phosphatase activity; recombinant LYP, DiFMUP fluorescence; 0 = plate median, 100 = signal doubled; activation, % at 2 µM; actives 0.11% (n = 96,000); AID 697;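 active = activation at 2 µM above a set limit, the mean plus 5 SD, cut at about 37% in these data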
cytoskel mod: modifiers of cytoskeleton assembly | HUVEC TNFa F-actin phalloidin imaging, high content | inhibition, % at 2 µM | actives 0.18% (n = 91,000) | AID 836;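 active = inhibition above the batch mean plus 3 SD and confirmed as a hit by visual image inspection, cut at about 30% in these data, passing the limit was not always enough; inconclusive = above the inhibition threshold but rejected on visual inspection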; note: strong numbers were not always called active
EphB4 antag: antagonists of human EphB4-ephrin-B2 interaction; P54760; EphB4 LBD / TNYL-RAW-Alexa532 peptide, fluorescence polarization; inhibition, % at 7 µM; actives 0.15% (n = 97,000);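 active = inhibition above the screen-wide mean inhibition plus 3 SD, cut at about 15% in these data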;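 note: 0% = DMSO wells and 100% = excess unlabeled TNYL-RAW peptide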
An asterisk follows results filed as active; ? = inconclusive; . = no result given.

SMILES	FAK blocker	PTPN22 inh 2	HIV Rev-RRE inh	Pyk2 oligo antag	PLK1 kinase inh	Plk1 PBD FP	PTPN22 act	cytoskel mod	EphB4 antag
CCOC(=O)C1CCCN(C(=O)C2CC(=O)N(c3ccc(C)cc3)C2)C1 (stereo not given)	-2	10	-4	0.32	-8	-18	-12	8	1
CCOC(=O)c1oc2cc(O)ccc2c(=O)c1-c1ccccc1OC	2	-5	-3	-0.74	-1	11	4	17	-11
Cc1cc(C)c(C#N)c(Oc2ccccc2)n1	-3	-7	2	-0.03	-16	28	9	-4	-7
CS(=O)(=O)CCC(C(=O)N1CCOCC1)N1C(=O)c2cc(Cl)c(Cl)cc2C1=O (stereo not given)	-1	2	6	-0.27	-6	28	2	34	0
COc1ccc(CNC(=O)Cc2nn(C)c(=O)c3ccccc23)cc1	0	-6	4	0.69	1	-8	10	-11	-4
Cc1ccc(NC(=O)C2CCCN(S(=O)(=O)c3cccs3)C2)cc1 (stereo not given)	-4	2	0	0.36	-16	14	-3	.	-1
CCOC(=O)c1ccc(-c2ccc(C(=O)Nc3cccnc3)o2)cc1	3	-1	9	0.6	-5	-4	-1	0	-4
COc1cc2c(cc1OC)/C(=C/C#N)NC(C)(C)C2	-4	-11	4	1.8	-16	-9	14	?	0
Cc1c(C(=O)Nc2nccs2)sc2nc(-c3cccs3)cc(C(F)(F)F)c12	-7	-4	-2	-1.3	-7	3	5	3	-6
C#CCOC(=O)CCC(=O)Nc1cc(OC)nc(OC)n1	0	-11	6	.	-9	-2	10	-24	-4
CSc1nc2n(n1)C(c1cccc(F)c1)C(C(=O)Nc1ccc(C)cc1C)=C(C)N2 (stereo not given)	-3	5	3	-0.2	-1	-3	-7	6	5
Cc1cccc(C)c1NC(=O)c1cc2c(=O)c3ccccc3oc2nc1C(F)(F)F	1	10	17	1	-11	-10	-6	18	-2
O=C(O/N=C1\CCCCC1c1ccc([N+](=O)[O-])cc1[N+](=O)[O-])c1c(F)cccc1F (stereo not given)	5	6	6	0.7	-8	20	-2	-10	3
Cc1cccc(N(CC(=O)N2CCOCC2)S(C)(=O)=O)c1C	-1	-9	4	0.5	-16	22	8	7	-9
Cc1cc(C)c(OCC(=O)Nc2ccccc2N2CCOCC2)c(C)c1	3	2	8	-2	-7	9	-3	-6	6
Cc1ccsc1C=Nc1c(C)n(C)n(-c2ccccc2)c1=O	-3	7	4	1	-16	-9	-8	0	-9
COC(=O)c1nc(NC(=O)c2ccc(Br)cc2)n[nH]1	-2	-7	4	0.32	-2	-11	6	-16	0
COC(=O)c1onc(-c2ccccc2)c1C(=O)OC	-1	-8	2	0.32	-3	-13	5	1	-2
O=C(CSc1oc(-c2cccs2)nc1S(=O)(=O)c1ccc(F)cc1)NCC1CCCO1 (stereo not given)	0	0	3	.	7	-13	-2	4	3
Cc1ccc(-n2nc3c(N4CCN(c5ccccc5)CC4)nnc(C)c3c2C)cc1	0	10	13	.	-9	11	-9	-2	7
Cn1c(=O)c2c(nc(Br)n2CCSc2nnnn2-c2ccccc2)n(C)c1=O	-3	1	2	0.35	-2	2	3	-21	-6
O=c1c2ccccc2nc2ccc(N3CCOCC3)nn12	-2	4	8	-0.22	-1	12	-1	-5	-3
COC(=O)COc1cc(Br)c(/C=C2/SC(=O)N(CC(=O)N3CCCC3)C2=O)cc1OC	0	3	2	-0.07	-9	7	-1	-5	0
C=CCCC(=O)Nc1ccc(COC(=O)N2CCOCC2)cc1	1	-2	-2	0.36	-17	10	4	-24	6
O=C(NC1(C(F)(F)F)C(=O)Nc2c1c(=O)[nH]c(=O)n2Cc1ccccc1)c1ccco1 (stereo not given)	1	-3	9	1.2	-6	-4	5	-2	9
O=C(NC1CCCC1)c1noc2c1CCCCC2	1	4	6	-0.65	-5	-23	-3	.	10
O=C1C(=O)N(CCOCCO)C(c2ccccn2)/C1=C(\O)c1ccccc1 (stereo not given)	-2	0	10	-0.46	-9	-2	1	16	6
O=C(O)C1CCCCC1C(=O)NC1CCCCC1 (stereo not given)	-2	5	6	-0.59	-3	1	-5	3	9
CCOC(=O)CCc1c(C)c2ccc(OCC(=O)N(CC)CC)c(C)c2oc1=O	3	-12	5	3.8	-2	4	10	-17	2
Cc1ccc(S(=O)(=O)c2ccc(Cl)cc2)cc1S(=O)(=O)N1CCN(C)CC1	-1	0	10	0.71	-1	14	1	6	-1
C/C(NC(=O)c1ccccc1F)=C1\C(=O)C[C@@H]2[C@H]1C2(C)C	-1	1	8	-0.64	-1	-6	-3	10	-4
CCc1n[nH]c2c1/C(=N\O)CC(c1ccccc1)C2 (stereo not given)	9	-2	4	-1.1	-7	14	-1	3	0
CCc1ccc(-c2nc(CSCC(=O)N3CCN(c4ccccn4)CC3)c(C)o2)cc1	-1	5	-3	-1.2	2	10	-7	.	-8
Cc1occc1C(=O)N1CCCc2ccccc21	-1	15	5	1.2	-3	-16	-10	-7	9
C/C(=C\C(=O)Nc1cc(C)on1)c1ccccc1	-1	-6	6	0.71	-8	40*	7	11	5
CCc1nc(SCC(=O)O)c(C#N)cc1C	-3	-14	8	1.2	-9	-10	13	5	-2
C=CCNc1nc(N)c(C(=O)c2ccc3c(c2)OCO3)s1	10	9	1	0.2	75*	12	-10	-10	-8
O=C(Nc1ccccc1OC(F)F)c1ccccc1	-2	-10	8	0.51	-14	-11	5	-2	4
COc1ccc(C2C(C(=O)N3CCN(c4ccccn4)CC3)CC(=O)N2c2ccc(OC)cc2)cc1 (stereo not given)	-4	-9	3	-0.04	-5	-14	14	-11	13
CCCCCCCn1c(=N)n(CC(=O)c2ccco2)c2ccccc21	-1	-5	1	1.3	-6	12	5	7	-6
CCN(CC)c1ccc(CNc2ccc(Br)cn2)cc1	1	-2	4	-0.36	-1	-17	0	-2	8
COc1ccc(F)cc1S(=O)(=O)N1CCN(Cc2ccc3c(c2)OCO3)CC1	2	-21	9	0.42	-11	-9	16	-1	-5
Nc1ccc(Cc2nc3cc4ccccc4cc3[nH]2)cc1	4	11	-2	.	-18	-16	-8	19	1
CC(C)Cn1c(-c2ccccc2)nc(=S)c2c1CCCC2	0	2	-1	0.72	-6	-6	1	-5	-5
COc1ccc(OC(=O)c2cccnc2)cc1	-1	11	3	-0.36	-1	2	-13	-10	-6
CCCC(=O)Nc1sc(C)c(C)c1C(=O)Nc1cccc(C)c1	6	5	13	0.95	-6	-7	0	-3	2
COC(=O)c1cccc(NC(=O)CSc2nnc(COc3ccc(C#N)cc3)n2-c2ccccc2)c1	1	-7	1	-0.45	-6	10	4	0	6
O=C(Nc1nc(-c2cc(Cl)sc2Cl)cs1)c1ccc(Br)s1	-1	9	3	0.76	-12	14	-10	2	1
O=c1oc2ccccc2n1CCCCCn1c(=O)oc2ccccc21	8	4	11	1	-6	-32	-2	8	2
O=C(Nc1ccccc1)c1ccc(S(=O)(=O)N(CCO)CCO)cc1	2	0	6	-1.1	-2	-10	-3	12	0

Arranged by the number under Pyk2 oligo antag (smallest number first): 3 from the list above
SMILES,Pyk2 oligo antag
COC(=O)c1cccc(NC(=O)CSc2nnc(COc3ccc(C#N)cc3)n2-c2ccccc2)c1,-0.45
CCN(CC)c1ccc(CNc2ccc(Br)cn2)cc1,-0.36
CC(C)Cn1c(-c2ccccc2)nc(=S)c2c1CCCC2,0.72

Continued.
SMILES	FAK blocker	PTPN22 inh 2	HIV Rev-RRE inh	Pyk2 oligo antag	PLK1 kinase inh	Plk1 PBD FP	PTPN22 act	cytoskel mod	EphB4 antag
O=C1C(=O)N(c2cccc(Cl)c2)C(c2ccccc2[N+](=O)[O-])/C1=C(\O)c1ccccc1 (stereo not given)	1	7	2	-0.15	-14	19	-5	-9	2
CCCCC(=O)NN(C)c1nc(-c2ccccc2)nnc1C(F)(F)F	0	-1	1	-0.93	-6	1	2	-27	-4
Cc1cc(C)c(C(=O)C2OC(=O)C(C)(C)C(=O)C2(C)C)c(C)c1 (stereo not given)	-2	5	7	1.8	-2	-15	-2	5	-1
c1ccc(-n2ncc3c(NCCN4CCOCC4)ncnc32)cc1	3	1	5	0.46	36	-3	-2	9	-4
O=C(O)C1CCC(=O)N(C2CCCCC2)C1c1ccccc1 (stereo not given)	-3	0	1	1.1	-10	34	2	-53	-7
COc1ccc(OC)c(C2C(C(=O)Nc3ccccc3OC)=C(C)Nc3nc(CCCO)nn32)c1 (stereo not given)	-5	-9	9	.	-10	-5	5	2	1
COc1ccc(-c2nc3ccccc3c(=O)n2CCCN2CCOCC2)cc1	-1	2	-2	0.91	-5	16	2	-11	-8
COc1ccc(CNC(=O)c2c(C)nc3ccccn23)cc1	-2	4	4	0.9	-11	-7	-3	8	-5
Cc1ccc(CSc2nc3c(c(=O)[nH]c(=O)n3C)n2CCC(C)C)cc1	-1	5	11	.	-12	-10	-7	-18	-1
CS(=O)(=O)NCc1csc(-c2ccccc2)n1	-2	-10	8	0.92	-19	-23	8	5	9
COc1ccc(-n2c(SCC(=O)Nc3cc(C)on3)nc3ccc(O)cc3c2=O)cc1OC	7	-9	8	-0.89	-7	-13	8	15	4
Cc1cc(S(=O)(=O)N2CCCC2)ccc1OCC(=O)N1CCOCC1	1	-7	6	0.19	-7	-14	6	.	2
CN1CCN(CCCNC(=O)c2cc3c(-c4ccc(Cl)cc4)nn(C)c3s2)CC1	-7	-15	1	.	-18	9	12	9	5
O=C1NC2CCCCC2NC1CC(=O)N1CCN(c2ccccc2)CC1 (stereo not given)	1	-11	5	.	-6	-19	10	1	-8
Cc1nn(C)c(Oc2ccc(Cl)cc2)c1C=O	2	-19	7	0.76	-8	7	23	-7	0
N#CC1=C(N)Oc2n[nH]c(-c3ccccc3)c2C1c1cccnc1 (stereo not given)	-1	4	2	-0.89	9	8	-6	-27	8
CC(C)(C)c1ccc(C(=O)NNC(=O)Cc2ccccc2)cc1	-2	0	4	-0.49	-9	15	1	11	-2
CSc1n[nH]c(-c2sccc2OCc2ccc(C)cc2)n1	6	13	3	-0.05	-7	33	-10	15	-9
Cc1ccc(/C=C/C(=O)Nc2cccc3ncccc23)o1	5	4	-1	0.19	-7	14	1	-24	-5
N#CCSc1nc(N)c(C#N)c(C2CCCCC2)c1C#N	3	0	15	-0.83	-5	2	-1	0	-5
Cc1[nH]c2ccccc2c1C(=O)CSc1nc2ccccc2[nH]1	1	7	-1	-2.8	1	-1	-4	-1	-5
O=C(Nc1ccccc1)c1ccc2c(c1)OCO2	0	5	5	1.3	-11	8	-4	19	-4
O=C(Nc1ccc(N2CCN(C(=O)c3ccc(Cl)cc3)CC2)cc1)c1ccc(Br)o1	10	-1	2	0.7	-3	-10	-4	0	-6
O=C(Nc1ccc(O)cc1)C1CC=CCC1 (stereo not given)	1	4	3	-0.04	-6	10	-6	-13	-1
CCN(CC)S(=O)(=O)c1ccc2c(c1)nc(SCC(N)=O)n2-c1ccc(OC)cc1	-2	11	14	-1.9	-8	11	-8	2	3
O=C1NC2(CCCCCC2)Cc2ccccc21	2	-16	1	1.2	-10	15	12	.	0

Part of the list above, limited to Pyk2 oligo antag.
SMILES	Pyk2 oligo antag
Cc1cc(C)c(C#N)c(Oc2ccccc2)n1	-0.03
CS(=O)(=O)CCC(C(=O)N1CCOCC1)N1C(=O)c2cc(Cl)c(Cl)cc2C1=O (stereo not given)	-0.27
COc1ccc(CNC(=O)Cc2nn(C)c(=O)c3ccccc23)cc1	0.69
